Assay outcomes deposited in PubChem by NMMLSC.
Rab2 wt GTP – modulators of GTP binding to Rab2A wildtype, primary screen, biochemical, dog, bead-based flow cytometry, multiplex | Ras-related protein Rab-2A (Canis lupus familiaris), P61105 | GST-Rab2 wt beads, Bodipy-GTP binding | GTP binding activity, % at 10 µM | 190,000 compounds, 0.19% hits | AID 760, 2007;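 active means GTP binding activity at least 20 points away from 100%, either lowered or raised; inconclusive means signal likely due to the compound's own green fluorescence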;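 further: 0% = beads with excess unlabeled GTP and 100% = no-compound control corrected for plate trend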
Cdc42 wt GTP – modulators of GTP binding to wildtype Cdc42, primary screen, biochemical, multiplex bead flow cytometry, Bodipy-GTP | GST-Cdc42 beads; actives lie on both sides | percent activity (GTP binding), % at 10 µM | 190,000 compounds, 0.2% hits | AID 761, 2007;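 active means percent activity GTP binding at least 20 points away from the 100% baseline, either down as inhibitor or up as activator; inconclusive means compound flagged as likely green fluorescent from well-wide comparison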;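 further: median bead fluorescence of bound Bodipy-FL-GTP at 100 nM; 0% = excess unlabeled GTP control and 100% = no compound control; below 100% means less GTP binding so inhibitor and above means activator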
Target sequence (P60953 whole entry, looked up): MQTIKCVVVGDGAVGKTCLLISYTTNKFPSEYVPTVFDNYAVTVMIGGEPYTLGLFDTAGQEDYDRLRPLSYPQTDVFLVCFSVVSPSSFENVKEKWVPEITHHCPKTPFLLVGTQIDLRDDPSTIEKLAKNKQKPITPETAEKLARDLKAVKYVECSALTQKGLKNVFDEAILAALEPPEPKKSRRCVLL
Bim-Bcl-XL – inhibitors of Bim-Bcl-XL binding, primary screen, biochemical, multiplexed, bead flow cytometry, human Bcl-XL; 190,000 compounds, 0.04% hits; inhibition, % at 10 µM; Bcl-2-like protein 1 (Homo sapiens), Q07817; AID 1007, 2008; Bim peptide-Bcl-XL binding, fluorescence
Target sequence (Q07817 whole entry, looked up): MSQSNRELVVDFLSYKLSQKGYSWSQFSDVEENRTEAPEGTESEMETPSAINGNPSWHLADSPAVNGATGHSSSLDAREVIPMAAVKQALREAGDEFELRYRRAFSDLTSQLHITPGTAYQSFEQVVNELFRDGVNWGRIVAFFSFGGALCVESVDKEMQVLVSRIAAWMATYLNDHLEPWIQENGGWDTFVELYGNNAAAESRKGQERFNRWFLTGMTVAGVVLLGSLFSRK
Rab7 wt GTP bind – modulators of GTP binding to Rab7, primary screen, biochemical, wildtype, multiplex bead flow cytometry. Rab7 GTPase wild type (dog), Bodipy-FL-GTP binding. GST-Rab7 beads, fluorescent GTP binding; actives lie on both sides; untreated = 100%, excess cold GTP = 0%. GTP binding activity (percent of control), % at 10 µM. 190,000 compounds, 0.055% hits;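 active means fluorescent GTP binding to Rab7 beads changed by at least 20 points from the 100% baseline, either direction, mostly lower; inconclusive means compound itself probably fluorescent, or too few beads counted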;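 further: median green fluorescence of bound Bodipy-FL-GTP per Rab7 bead population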
Bim-Bcl-2 – inhibitors of Bim-Bcl-2 binding, primary screen, biochemical, multiplexed, human Bcl-2 family; 190,000 compounds, 0.06% hits; Bead-based flow cytometry, Bim peptide-Bcl-2 binding; inhibition, % at 10 µM; in the data active means inhibition above about 40%; inconclusive means no clear call, values can overlap the other calls;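 further: 0% = no compound wells with probe peptide and 100% = reference peptide inhibitor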
Bim-Bcl-B – inhibitors of Bim-Bcl-B binding, primary screen, biochemical, multiplexed, human Bcl-2 family; Bcl-2-like protein 10 (Homo sapiens), Q9HD36; bead-based flow cytometry, Bim peptide-Bcl-B binding; inhibition, % at 10 µM; 190,000 compounds, 0.073% hits;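 further: 0% = tracer peptide without compound and 100% = reference inhibitor peptide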
Target sequence (Q9HD36 whole entry, looked up): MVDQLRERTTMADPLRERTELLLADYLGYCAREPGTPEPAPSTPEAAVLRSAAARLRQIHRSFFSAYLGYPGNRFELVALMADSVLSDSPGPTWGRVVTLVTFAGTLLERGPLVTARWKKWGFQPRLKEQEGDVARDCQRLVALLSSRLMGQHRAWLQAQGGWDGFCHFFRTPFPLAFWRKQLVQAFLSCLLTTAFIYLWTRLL
Bim-Bfl-1 – inhibitors of Bim binding to Bfl-1, primary screen, biochemical, multiplexed, bead-based flow cytometry; Bim-Bfl-1 binding inhibition; Bcl-2-related protein A1 (Homo sapiens), Q16548; 190,000 compounds, 0.12% hits; AID 1008, 2008; inhibition, % at 10 µM;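 further: 0% = wells without compound plus tracer and 100% = blocker peptide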
Bcl-W Bim block – inhibitors of Bim binding to Bcl-W, primary screen, biochemical, multiplexed, bead-based flow cytometry | Bcl-2-like protein 2 (Homo sapiens), Q92843 | Bim peptide-Bcl-W binding | inhibition, % at 10 µM | 190,000 compounds, 0.02% hits;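 further: 0% = bound tracer without compound and 100% = peptide blocker; higher means less fluorescent Bim peptide bound to Bcl-W beads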
Target sequence (Q92843 whole entry, looked up): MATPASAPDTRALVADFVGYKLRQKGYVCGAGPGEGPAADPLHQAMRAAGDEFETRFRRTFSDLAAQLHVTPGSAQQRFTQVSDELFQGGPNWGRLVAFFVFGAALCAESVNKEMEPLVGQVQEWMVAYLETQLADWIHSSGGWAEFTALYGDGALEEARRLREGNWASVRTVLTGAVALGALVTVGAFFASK
HRas wt GTP bind – modulators of GTP binding to HRas wildtype, primary screen, biochemical, bead-based flow cytometry, multiplex; GTPase HRas (Homo sapiens), P01112; 190,000 compounds, 0.14% hits; AID 759, 2007; GTP binding activity, % at 10 µM; GST-Ras wt beads, Bodipy-FL-GTP binding; actives lie on both sides;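 active means GTP binding activity at least 20% away from the 100% baseline, either lowered as inhibitor or raised as activator; inconclusive means flagged as likely green fluorescent, judged across all proteins in the well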;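 further: 0% = unlabeled GTP competition control and 100% = no-compound control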
Target sequence (P01112 whole entry, looked up): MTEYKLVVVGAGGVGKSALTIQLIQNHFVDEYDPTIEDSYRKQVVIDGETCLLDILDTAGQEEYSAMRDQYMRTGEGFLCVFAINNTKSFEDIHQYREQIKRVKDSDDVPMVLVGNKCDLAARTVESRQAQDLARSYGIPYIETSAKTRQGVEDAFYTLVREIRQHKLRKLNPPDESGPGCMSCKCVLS
Rac1 act GTP bind – GTP binding modulators of activated mutant Rac1, primary screen, biochemical, bead-based flow cytometry, multiplex, fluorescent GTP; Ras-related C3 botulinum toxin substrate 1 (Homo sapiens), P63000; GST-Rac1 activated beads; actives lie on both sides; 100% means binding = to untreated wells; percent activity (GTP binding), % at 10 µM; 190,000 compounds, 0.11% hits;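 active means GTP binding at least 20 percentage points away from the 100% baseline, in either direction, so actives lie on both sides; inconclusive means Compound likely fluorescent itself, or too few beads counted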
Rac1 wt GTP bind – wildtype Rac1 GTP binding modulators, primary screen, biochemical, GST-Rac1 beads, flow cytometry, multiplex; Ras-related C3 botulinum toxin substrate 1 (Homo sapiens), P63000; fluorescent GTP binding; actives lie on both sides; 0 = cold GTP competed, 100 = untreated; GTP binding activity (% of control), % at 10 µM; 190,000 compounds, 0.27% hits; AID 757, 2007;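 active means GTP binding activity at least 20 points away from the 100% control level, either lower or higher; inconclusive means compound flagged as likely green fluorescent, judged across all proteins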
Starred values were filed as active, the others as inactive. Unless noted, no stated cut-off is given here; in the data, active means inhibition above about 40%.

For CCCNC(=O)COc1ccc2c(=O)c(Oc3ccccc3F)coc2c1 the results were Rab2 wt GTP 102, Cdc42 wt GTP 101, Bim-Bcl-XL -2, Rab7 wt GTP bind 101, Bim-Bcl-2 0, Bim-Bcl-B -1, Bim-Bfl-1 0, Bcl-W Bim block 0, HRas wt GTP bind 102, Rac1 act GTP bind 99 and Rac1 wt GTP bind 106.
`CCC(CC)C(=O)Nc1cccc(C(=O)N2CCCCCC2)c1` gave Rab2 wt GTP 104, Cdc42 wt GTP 104, Bim-Bcl-XL -1, Rab7 wt GTP bind 103, Bim-Bcl-2 0, Bim-Bcl-B -4, Bim-Bfl-1 0, Bcl-W Bim block -2, HRas wt GTP bind 105, Rac1 act GTP bind 99 and Rac1 wt GTP bind 100.
Screening COc1cc(C(=O)Nc2cccc(-c3cn4cccnc4n3)c2)cc(OC)c1OC returned Rab2 wt GTP 95, Cdc42 wt GTP 93, Bim-Bcl-XL 0, Rab7 wt GTP bind 104, Bim-Bcl-2 -1, Bim-Bcl-B -1, Bim-Bfl-1 -3, Bcl-W Bim block 0, HRas wt GTP bind 96, Rac1 act GTP bind 92 and Rac1 wt GTP bind 92.
`CSCC[C@H](NC(=O)c1cccc([N+](=O)[O-])c1C)c1nc2ccccc2[nH]1` gave Rab2 wt GTP 102, Cdc42 wt GTP 99, Bim-Bcl-XL -8, Rab7 wt GTP bind 101, Bim-Bcl-2 -12, Bim-Bcl-B -7, Bim-Bfl-1 -14, Bcl-W Bim block -5, HRas wt GTP bind 101, Rac1 act GTP bind 99 and Rac1 wt GTP bind 101.
Screening COC(=O)C(C(=O)Nc1cccc(C)n1)C1CCCCCC1 (stereo not given) returned Rab2 wt GTP 100, Cdc42 wt GTP 101, Bim-Bcl-XL -2, Rab7 wt GTP bind 102, Bim-Bcl-2 -2, Bim-Bcl-B 1, Bim-Bfl-1 -1, Bcl-W Bim block 0, HRas wt GTP bind 101, Rac1 act GTP bind 98 and Rac1 wt GTP bind 98.
`COc1ccc(CN2CCCC(C(=O)c3cccc(OC(C)C)c3)C2)cc1Cn1cccn1` (stereo not given) gave Rab2 wt GTP 96, Cdc42 wt GTP 94, Bim-Bcl-XL 1, Rab7 wt GTP bind 100, Bim-Bcl-2 -1, Bim-Bcl-B 0, Bim-Bfl-1 -6, Bcl-W Bim block 0, HRas wt GTP bind 97, Rac1 act GTP bind 93 and Rac1 wt GTP bind 97.
`Cc1csc(N(C(=O)c2cccc(S(=O)(=O)N(C)C)c2)c2ccccc2)n1` gave Rab2 wt GTP 100, Cdc42 wt GTP 101, Bim-Bcl-XL 0, Rab7 wt GTP bind 101, Bim-Bcl-2 0, Bim-Bcl-B -2, Bim-Bfl-1 -2, Bcl-W Bim block 0, HRas wt GTP bind 101, Rac1 act GTP bind 97 and Rac1 wt GTP bind 97.
For COc1ccccc1CNC(=O)c1cnc2ccccn2c1=O the results were Rab2 wt GTP 97, Cdc42 wt GTP 98, Bim-Bcl-XL -1, Rab7 wt GTP bind 98, Bim-Bcl-2 -6, Bim-Bcl-B -5, Bim-Bfl-1 -10, Bcl-W Bim block 1, HRas wt GTP bind 99, Rac1 act GTP bind 98 and Rac1 wt GTP bind 100.
For CCCCCCC(=O)Nc1nc(C)c(-c2csc(Nc3cccc(OC)c3)n2)s1 the results were Rab2 wt GTP 99, Cdc42 wt GTP 100, Bim-Bcl-XL -3, Rab7 wt GTP bind 98, Bim-Bcl-2 -1, Bim-Bcl-B -3, Bim-Bfl-1 -11, Bcl-W Bim block 0, HRas wt GTP bind 99, Rac1 act GTP bind 97 and Rac1 wt GTP bind 100.
For COc1cnc(-c2ccccc2)nc1Oc1ccc(C(C)(C)C)cc1 the results were Rab2 wt GTP 96, Cdc42 wt GTP 98, Bim-Bcl-XL -12, Rab7 wt GTP bind 98, Bim-Bcl-2 -6, Bim-Bcl-B -7, Bim-Bfl-1 -13, Bcl-W Bim block 1, HRas wt GTP bind 97, Rac1 act GTP bind 95 and Rac1 wt GTP bind 98.
Screening Nc1cccnc1Sc1ccc([N+](=O)[O-])cn1 returned Rab2 wt GTP 101, Cdc42 wt GTP 98, Bim-Bcl-XL -3, Rab7 wt GTP bind 98, Bim-Bcl-2 5, Bim-Bcl-B -34, Bim-Bfl-1 31, Bcl-W Bim block -2, HRas wt GTP bind 102, Rac1 act GTP bind 100 and Rac1 wt GTP bind 103.
For Cc1cc(=O)oc2cc(OCC(=O)OCC(=O)Nc3ccccc3C(C)C)ccc12 the results were Rab2 wt GTP 96, Cdc42 wt GTP 98, Bim-Bcl-XL -3, Rab7 wt GTP bind 100, Bim-Bcl-2 0, Bim-Bcl-B 0, Bim-Bfl-1 -3, Bcl-W Bim block 0, HRas wt GTP bind 97, Rac1 act GTP bind 95 and Rac1 wt GTP bind 100.
Screening Cc1ccccc1-n1c(SCc2ccccn2)nc2n[nH]c(C)c2c1=N returned Rab2 wt GTP 101, Cdc42 wt GTP 99, Bim-Bcl-XL -7, Rab7 wt GTP bind 102, Bim-Bcl-2 -13, Bim-Bcl-B -8, Bim-Bfl-1 -12, Bcl-W Bim block 0, HRas wt GTP bind 99, Rac1 act GTP bind 102 and Rac1 wt GTP bind 99.
For COc1cccc(Oc2cncnc2-c2ccc(OC)cc2O)c1 the results were Rab2 wt GTP inconclusive, Cdc42 wt GTP inconclusive, Bim-Bcl-XL -4, Rab7 wt GTP bind inconclusive, Bim-Bcl-2 -5, Bim-Bcl-B -7, Bim-Bfl-1 -12, Bcl-W Bim block 0, HRas wt GTP bind inconclusive, Rac1 act GTP bind inconclusive and Rac1 wt GTP bind inconclusive.
For Cc1ccc(NC(=O)CCC(C(=O)O)N2C(=O)c3ccccc3C2=O)cc1 (stereo not given) the results were Rab2 wt GTP 103, Cdc42 wt GTP 105, Bim-Bcl-XL -4, Rab7 wt GTP bind 102, Bim-Bcl-2 -1, Bim-Bcl-B -4, Bim-Bfl-1 -4, Bcl-W Bim block -7, HRas wt GTP bind 103, Rac1 act GTP bind 99 and Rac1 wt GTP bind 102.
Cc1ccccc1N1C(=O)CC2(CCCC2)CC1=O was read as Rab2 wt GTP 100, Cdc42 wt GTP 101, Bim-Bcl-XL -2, Rab7 wt GTP bind 105, Bim-Bcl-2 0, Bim-Bcl-B 0, Bim-Bfl-1 -4, Bcl-W Bim block 2, HRas wt GTP bind 100, Rac1 act GTP bind 97 and Rac1 wt GTP bind 102.
O=C(NC1CCCCC1)C(c1ccc(F)cc1)N(Cc1ccco1)C(=O)Cn1nnc2ccccc21 (stereo not given) was read as Rab2 wt GTP 97, Cdc42 wt GTP 97, Bim-Bcl-XL 0, Rab7 wt GTP bind 94, Bim-Bcl-2 -1, Bim-Bcl-B 0, Bim-Bfl-1 -5, Bcl-W Bim block 5, HRas wt GTP bind 96, Rac1 act GTP bind 95 and Rac1 wt GTP bind 98.
`Cc1c(NC(=O)C(C)OC(=O)COc2ccccc2)c(=O)n(-c2ccccc2)n1C` (stereo not given) gave Rab2 wt GTP 98, Cdc42 wt GTP 96, Bim-Bcl-XL -1, Rab7 wt GTP bind 102, Bim-Bcl-2 -5, Bim-Bcl-B -7, Bim-Bfl-1 -7, Bcl-W Bim block -1, HRas wt GTP bind 100, Rac1 act GTP bind 95 and Rac1 wt GTP bind 101.
For OCCCNc1ncnc2sc(-c3ccccc3)cc12 the results were Rab2 wt GTP 96, Cdc42 wt GTP 95, Bim-Bcl-XL -2, Rab7 wt GTP bind 97, Bim-Bcl-2 0, Bim-Bcl-B 0, Bim-Bfl-1 -6, Bcl-W Bim block 0, HRas wt GTP bind 95, Rac1 act GTP bind 94 and Rac1 wt GTP bind 95.
`Cc1cc2cc(C)c(SCC(=O)NCc3ccco3)nc2cc1C` gave Rab2 wt GTP 96, Cdc42 wt GTP 97, Bim-Bcl-XL -3, Rab7 wt GTP bind 94, Bim-Bcl-2 -1, Bim-Bcl-B -2, Bim-Bfl-1 0, Bcl-W Bim block 0, HRas wt GTP bind 96, Rac1 act GTP bind 97 and Rac1 wt GTP bind 99.
COC(=O)c1ccccc1OCC(=O)NC1CCCCC1 was read as Rab2 wt GTP 96, Cdc42 wt GTP 98, Bim-Bcl-XL -4, Rab7 wt GTP bind 94, Bim-Bcl-2 -4, Bim-Bcl-B -1, Bim-Bfl-1 -3, Bcl-W Bim block -5, HRas wt GTP bind 99, Rac1 act GTP bind 92 and Rac1 wt GTP bind 95.
O=Cc1cc2ccccc2nc1SCCCF was read as Rab2 wt GTP 100, Cdc42 wt GTP 97, Bim-Bcl-XL -4, Rab7 wt GTP bind 95, Bim-Bcl-2 -2, Bim-Bcl-B -5, Bim-Bfl-1 -7, Bcl-W Bim block -4, HRas wt GTP bind 97, Rac1 act GTP bind 98 and Rac1 wt GTP bind 102.
`CCC1S/C(=N/C(=O)NC2CCCCC2)NC1=O` (stereo not given) gave Rab2 wt GTP 101, Cdc42 wt GTP 104, Bim-Bcl-XL -6, Rab7 wt GTP bind 100, Bim-Bcl-2 2, Bim-Bcl-B -4, Bim-Bfl-1 0, Bcl-W Bim block -3, HRas wt GTP bind 103, Rac1 act GTP bind 99 and Rac1 wt GTP bind 106.
Screening CCCC(=O)Nc1c(O)c2ccccc2[nH]c1=O returned Rab2 wt GTP 92, Cdc42 wt GTP 95, Bim-Bcl-XL -3, Rab7 wt GTP bind 97, Bim-Bcl-2 -2, Bim-Bcl-B -5, Bim-Bfl-1 0, Bcl-W Bim block -1, HRas wt GTP bind 95, Rac1 act GTP bind 93 and Rac1 wt GTP bind 92.
COC(=O)C1=C(N)Oc2cc(C)n(Cc3cccnc3)c(=O)c2C1c1ccc(OC)c(OC)c1OC (stereo not given) was read as Rab2 wt GTP 97, Cdc42 wt GTP 99, Bim-Bcl-XL 2, Rab7 wt GTP bind 95, Bim-Bcl-2 0, Bim-Bcl-B -1, Bim-Bfl-1 0, Bcl-W Bim block 0, HRas wt GTP bind 98, Rac1 act GTP bind 95 and Rac1 wt GTP bind 97.
